GPR7 antagonist – blocks human GPR7 receptor signaling | GPR7-expressing cells, fluorescence antagonist assay | inhibition, % at 4.4 µM | 290,000 compounds, 1.1% hits | P48145; in the data active = inhibition above about 16%, passing the limit was not always enough;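 note: cells stimulated with the agonist NPW; 0% = agonist with vehicle and 100% = vehicle without agonist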
Target sequence (P48145 whole entry, looked up): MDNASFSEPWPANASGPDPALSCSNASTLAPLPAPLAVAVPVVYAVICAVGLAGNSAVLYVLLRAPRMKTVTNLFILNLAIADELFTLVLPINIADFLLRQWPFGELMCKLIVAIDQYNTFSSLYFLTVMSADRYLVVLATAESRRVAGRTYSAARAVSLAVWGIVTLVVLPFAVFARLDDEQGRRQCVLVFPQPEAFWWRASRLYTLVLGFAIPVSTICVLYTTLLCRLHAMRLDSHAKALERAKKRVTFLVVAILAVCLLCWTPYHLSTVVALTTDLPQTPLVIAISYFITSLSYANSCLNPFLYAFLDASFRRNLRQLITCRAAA
MEKK2 mut-MEK5 – signal of MEK5 binding to mutant human MEKK2 PB1 domain | percent response, % at 10 µM | 290,000 compounds, 0.35% hits | bead flow cytometry, Alexa488-MEK5 binding to MEKK2 mutant; in the data active = percent response above about 24%, passing the limit was not always enough; note: inactives centre near 1; some results filed as inactive read as strong as hits; reference of the scale not given here
PfM18AAP inh – blocks P. falciparum M18 aspartyl aminopeptidase. recombinant PfM18AAP, H-Glu-NHMec fluorogenic cleavage. inhibition, % at 7.35 µM. 290,000 compounds, 1.2% hits;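 active = inhibition above the campaign mean inhibition over all tested compounds plus 3 SD, cut at about 28% in these data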;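 note: 0% = plate median of test compound wells and 100% = 2 mM ZnCl2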
OXTR potentiator – potentiators of human oxytocin receptor | P30559 | CHO-OTR cells, Fluo-8 calcium fluorescence, potentiator mode; 0% = oxytocin EC15, 100% = EC100 | activation, % at 3 µM | 320,000 compounds, 0.061% hits | AID 2445;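 active = activation above that plate's cutoff, the mean activation of tested compounds plus 3 SD, cut at about 6.6% in these data, passing the limit was not always enough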;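 note: 100% uses oxytocin at 75 nM as the full agonist control; some results filed as inactive read as strong as hits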
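Assay system: CHO-OTR cells, human receptor / Also added: oxytocin at about EC15, sub-maximal agonist stimulus / Dosing: single dose, 3.0 µM nominal final compound concentration / Incubation: 6 min pre-incubation, 100 s read / Technique: Fluo-8 calcium dye fluorescence / Read-out: % activation vs EC15 and EC100 oxytocin / Benchmarks: EC15 oxytocin low, 75 nM oxytocin high / Replicates: singlicate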
MEKK2wt PB1 HTS – raises or lowers MEK5 binding to wildtype human MEKK2 PB1 domain | AID 1531 | 290,000 compounds, 1.1% hits | bead flow cytometry, Alexa488-MEK5 binding to MEKK2 WT; actives lie on both sides | binding response (% of control), % at 10 µM | Q9Y2U5; in the data active = binding response below about 67% or above about 130%
OXTR agonist – agonists of human oxytocin receptor | P30559 | CHO-OTR cells, Fluo-8 calcium fluorescence; normalized: DMSO 0%, oxytocin 100% | activation, % at 3 µM | 320,000 compounds, 0.32% hits | AID 2435;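 active = activation above the mean of all tested compounds plus 3 SD, cutoff set per screening run, cut at about 20% in these data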;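 note: peak over basal fluorescence ratio from a 100 s FLIPR kinetic read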
NALP1 inh – blocks the NALP1 inflammasome reconstituted in yeast | S. cerevisiae NALP1/ASC/caspase-1 growth, X-gal OD620, 72 h | inhibition, % at 10 µM | 280,000 compounds, 0.61% hits; in the data active = inhibition mostly above about 24%, no sharp cut-off; inactive = mostly below about 32%; note: some compounds called inactive have numbers as strong as hits
GalR3 antag – antagonists of human GalR3; AID 651719; HEK293 GalR3-CNG cAMP membrane potential fluorescence; galR3 body fused to GalR1 C-terminus; O60755; inhibition, % at 3 µM; 360,000 compounds, 0.44% hits;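 active = inhibition above the screen-wide average plus 3 SD, cut at about 13% in these data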;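 note: forskolin and galanin both at EC90 stimulate the cells; cAMP rise reported by CNG channel membrane potential dye signal; 0% = forskolin plus galanin with DMSO and 100% = forskolin alone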
Target sequence (O60755 1-299 limits assumed): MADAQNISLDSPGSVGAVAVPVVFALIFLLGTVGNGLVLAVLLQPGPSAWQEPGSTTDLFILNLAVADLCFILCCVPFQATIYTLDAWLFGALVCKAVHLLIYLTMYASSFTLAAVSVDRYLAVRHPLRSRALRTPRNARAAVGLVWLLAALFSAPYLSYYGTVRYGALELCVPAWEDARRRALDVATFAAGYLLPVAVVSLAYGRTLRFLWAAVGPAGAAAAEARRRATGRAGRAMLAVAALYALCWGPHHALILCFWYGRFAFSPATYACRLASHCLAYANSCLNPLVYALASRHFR
V1aR counter – V1a receptor agonism, counter-screen for OXTR agonists; CHO-V1R cells, Fluo-8 calcium fluorescence, agonist mode; 0% DMSO, 100% 3 nM vasopressin; P37288; 320,000 compounds, 0.25% hits; activation, % at 3 µM;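 active = activation above the mean activation of all tested compounds plus 3 SD, per screening run, cut at about 20% in these data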;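 note: signal is peak over basal fluorescence ratio across a 100 second FLIPR read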
Target sequence (P37288 whole entry, looked up): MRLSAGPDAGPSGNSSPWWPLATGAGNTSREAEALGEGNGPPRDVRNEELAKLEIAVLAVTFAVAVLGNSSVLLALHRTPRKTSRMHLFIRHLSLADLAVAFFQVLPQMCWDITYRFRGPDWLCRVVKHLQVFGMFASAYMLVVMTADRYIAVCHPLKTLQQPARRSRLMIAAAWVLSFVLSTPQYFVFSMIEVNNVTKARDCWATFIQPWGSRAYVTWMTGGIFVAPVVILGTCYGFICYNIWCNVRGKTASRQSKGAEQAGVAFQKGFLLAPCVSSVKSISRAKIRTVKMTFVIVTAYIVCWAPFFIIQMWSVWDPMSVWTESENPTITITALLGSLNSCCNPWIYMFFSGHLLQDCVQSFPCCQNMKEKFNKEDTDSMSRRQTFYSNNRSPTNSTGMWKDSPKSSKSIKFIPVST
Starred values were filed as active, the others as inactive; . = no result given.

Each structure is followed by: GPR7 antagonist	MEKK2 mut-MEK5	PfM18AAP inh	OXTR potentiator	MEKK2wt PB1 HTS	OXTR agonist	NALP1 inh	GalR3 antag	V1aR counter
CC1(C)CC(=O)C(N=Nc2ccc(Cl)cc2)=C(O)C1
  -2	3	-7	-1	108	3.0	24	-11	2.0
O=C(NCC1CCCO1)C(c1ccc(F)cc1)N(CC1CCCO1)C(=O)c1ccc(-c2ccccc2)[nH]1 (stereo not drawn)
  0	-2	-1	-7	102	-1.8	4	4	-1.2
Cc1cc2nc(-c3ccc(SCc4ccc(C(=O)O)cc4)nc3)[nH]c2cc1C
  0	2	1	-7	96	0.3	7	-4	-0.3
Cc1cc[n+](-c2nc3ccccc3nc2[N-]S(=O)(=O)c2cccs2)cc1C
  -7	1	0	-5	103	-0.6	20	-1	-0.1
COc1ccc(CN2CCCC(C(=O)Nc3cccc(-n4cccn4)c3)C2)cc1 (stereo not drawn)
  -5	16	-5	-6	120	4.1	8	5	4.5
Cc1ccc(C)c(OCCCCCn2ccnc2)c1
  9	9	-3	-2	116	1.4	45	3	-0.9
CCOC(=O)[C@H]1[C@H]2COc3ccc(C)cc3[C@@H]2N2C(=O)[C@@H](C)NC(=O)[C@@]12C
  .	.	.	0	.	2.9	.	-4	0.2
CC(NC(=O)CNC(=O)c1sc2ccccc2c1Cl)c1ccc(S(N)(=O)=O)cc1 (stereo not drawn)
  .	.	.	-1	.	-0.8	.	1	-0.4
O=C(Nc1ccc2c(c1)OCCO2)c1ccc(Cl)cc1Cl
  15	0	0	-13	107	-2.0	28	-6	0.8
COc1cc(C2C3C(=O)N(c4ccccc4)C(=O)C3ON2c2ccccc2)ccc1O (stereo not drawn)
  10	0	-5	-12	99	5.3	12	-3	2.8
CN(C(=O)c1ccc(NC(=O)C2CCCN(C(=O)OC(C)(C)C)C2)cc1)C1CC1 (stereo not drawn)
  .	.	.	-3	.	3.1	.	-2	0.9
COc1cc(CNC(=O)CCCCCCC(C)C)ccc1O
  .	.	.	-4	.	-2.1	.	1	0.1
Cc1noc(C)c1CSCC(=O)N(C)CC(=O)Nc1ccccc1Br
  .	.	.	-8	.	0.3	.	1	-0.6
COc1cc(/C=C(/C#N)C(=O)NCc2ccccc2)cc(OC)c1OC
  1	0	9	-9	102	0.8	-22	-6	0.4
Clc1ccc(-c2nc(N3CCCCC3)nc3ccccc23)cc1
  -14	-2	4	-2	90	-1.6	-3	-1	0.3
CC(C)Oc1ccc(S(=O)(=O)N2CCCCC2)cc1NC(=O)CC1OC(=O)c2ccccc21 (stereo not drawn)
  .	.	.	-11	.	-1.4	.	-2	-0.8
Cc1ccccc1NS(=O)(=O)c1cc2c3c(c1)CC(=O)N3CCC2
  3	0	-1	0	100	0.0	23	-6	1.0
CC(=O)Nc1cn(C(C)=O)c(C)n1
  -6	4	6	-1	101	0.0	5	.	0.1
CCOc1cc(C2C3=C(CCCC3=O)Nc3ccc4ncccc4c32)ccc1O (stereo not drawn)
  -1	-2	6	-10	99	-1.6	10	6	-0.2
Cc1c(C(=O)N2CCCC2)oc2c1-c1nn(CC(=O)NCCCN3CCCCC3)cc1CC2
  1	-4	19	-2	98	-0.7	25	-6	0.5

Later entries.
Each structure is followed by: GPR7 antagonist	MEKK2 mut-MEK5	PfM18AAP inh	OXTR potentiator	MEKK2wt PB1 HTS	OXTR agonist	NALP1 inh	GalR3 antag	V1aR counter
CCc1nc(NC2CCCCC2)c(C#N)c2c1COC(C)(C)C2
  -10	21	6	-5	106	-1.8	6	-6	-0.9
O=S(=O)(Nc1nc2ccccc2nc1Cl)c1cccc(C(F)(F)F)c1
  -16	4	5	-14	99	6.3	2	-8	8.9
CSc1ccc(Cl)c(C(=O)OCC(=O)N2CC(C)OC(C)C2)c1 (stereo not drawn)
  -3	-6	8	-12	94	-1.1	9	-2	-0.8
CCCN1CCN(C2CCCCC2NS(=O)(=O)c2ccccc2)CC1 (stereo not drawn)
  0	6	-1	-13	97	0.7	4	.	0.1
O=C(COC(=O)c1cccc(S(=O)(=O)NCc2ccccc2)c1)c1ccccc1
  -4	-2	-1	-12	98	5.4	7	9	0.8
Cc1ccc(S(=O)(=O)N[C@@H](CC(C)C)C(=O)N2CCC(C(=O)N[C@H](C(=O)O)C(C)C)CC2)cc1
  -1	1	-2	0	104	0.7	11	-8	0.5
Cc1nc(Nc2ccccc2)sc1-c1ccccc1
  -15	3	-5	-10	110	-2.2	38	-5	-0.5
CSc1nc2[nH]c3c(c2c2ncnn12)CCCC3
  -4	8	1	-5	104	2.4	-1	2	1.5
NC(=O)c1nsc(C(=O)N(CC(=O)NC2CCCC2)c2cccc(C(F)(F)F)c2)c1N
  -1	5	7	-6	103	-0.6	4	-6	0.8
Cc1cc(C)cc(-n2nnnc2-c2cn(C)nc2C(F)(F)F)c1
  -11	4	5	-13	98	1.2	0	-5	3.5
COc1ccc(CCNc2oc(Cc3ccccc3)nc2C#N)cc1OC
  9	8	1	-8	115	0.8	13	-5	4.0
COc1cccc(C2Nc3ccccc3C(=O)N2c2ccc(F)cc2)c1O (stereo not drawn)
  1	-4	3	-7	93	-1.4	-3	-9	-0.6
CC1=C(C(=O)Nc2ccccc2C(=O)NCc2ccccc2)SCCO1
  -13	-2	-1	0	100	-0.4	4	5	-0.6
CCN(CC)CC#CCC(O)(c1ccccc1)C1CCCCC1 (stereo not drawn)
  7	-2	3	-1	103	1.9	3	-8	2.6
O=C(CCSCCC(=O)NCc1ccccc1)NCc1ccccc1
  -11	1	1	-4	97	-0.4	10	-2	-0.1
CC(C)(CO)NCC(O)Cn1cc(C=O)c2ccccc21 (stereo not drawn)
  -14	-4	-5	-3	101	-0.2	13	-2	-0.6
CC(C)C(Nc1ccc(S(=O)(=O)N2CCOCC2)cc1[N+](=O)[O-])C(=O)O (stereo not drawn)
  -9	-8	-2	2	88	0.7	9	1	0.8
CCN1CCN(CC(=O)Nc2ccc(OC(F)(F)F)cc2)CC1
  0	7	5	-10	102	0.7	4	-8	0.1
O=C(NCC1CCCO1)c1onc(CSc2ccccc2)c1C(=O)O (stereo not drawn)
  -12	6	0	3	106	-0.8	-12	-3	0.9
CSc1nnc2c(n1)OC(C)N(C(=O)c1ccccc1)c1ccccc1-2 (stereo not drawn)
  10	-2	2	-17	98	-0.4	13	-6	0.1

Part of the list above, set out differently:
CCc1nc(NC2CCCCC2)c(C#N)c2c1COC(C)(C)C2
  GPR7 antagonist: -10; MEKK2 mut-MEK5: 21; PfM18AAP inh: 6; OXTR potentiator: -5; MEKK2wt PB1 HTS: 106; OXTR agonist: -1.8; NALP1 inh: 6; GalR3 antag: -6; V1aR counter: -0.9
O=S(=O)(Nc1nc2ccccc2nc1Cl)c1cccc(C(F)(F)F)c1
  GPR7 antagonist: -16; MEKK2 mut-MEK5: 4; PfM18AAP inh: 5; OXTR potentiator: -14; MEKK2wt PB1 HTS: 99; OXTR agonist: 6.3; NALP1 inh: 2; GalR3 antag: -8; V1aR counter: 8.9

The list continues.
Each structure is followed by: GPR7 antagonist	MEKK2 mut-MEK5	PfM18AAP inh	OXTR potentiator	MEKK2wt PB1 HTS	OXTR agonist	NALP1 inh	GalR3 antag	V1aR counter
CC1CCC2(CC1)NC(=O)N(CC(=O)c1ccc(CNC(=O)C(C)(C)C)s1)C2=O (stereo not drawn)
  .	.	.	-8	.	-0.5	.	-2	-0.3
CN1CCN(S(=O)(=O)c2ccc(NS(=O)(=O)c3ccccc3)cc2)CC1
  -2	2	-18	-8	104	-0.7	5	2	-0.2
COc1ccc(CCN(/C=C2\Sc3ccccc3C2=O)C(C)=O)cc1OC
  -6	-16	3	-4	90	0.2	2	1	2.0
Cc1ccc(SC(=O)COc2ccccc2C)cc1
  -7	5	11	-6	111	-1.0	7	-5	0.5
CCNc1nc(NCC)nc(NS(=O)(=O)c2ccc(N)cc2)n1
  7	6	-10	-11	109	0.0	10	-14	0.1
O=C(Oc1c(-c2ccccc2Cl)oc2ccccc2c1=O)c1ccc(Cl)cc1
  -11	-1	5	-10	99	-0.7	24	-5	0.7
C=CCN(CC=C)S(=O)(=O)c1ccc(NC(=S)NC(=O)C2CC2)cc1
  -19	7	4	-11	107	-0.3	10	-2	3.2
Cn1cc(S(=O)(=O)N2CCN(C(=O)c3ccco3)CC2)c(=O)n(C)c1=O
  -7	10	-4	0	108	-0.4	34	.	-0.2
N=c1c2c3c(sc2ncn1N)CCCCC3
  5	-1	-4	-2	95	-0.7	.	-4	-0.9
CC(=O)Cc1nsc(NC(=O)c2ccc(-c3cc(Cl)ccc3Cl)o2)n1
  -3	6	6	-4	103	0.8	-7	-4	2.4
Cc1cccc(N2CCN(S(=O)(=O)c3cc4c(cc3Cl)NC(=O)CO4)CC2)c1C
  -5	-1	-2	-4	99	0.1	0	.	-0.8
COc1ccc(OC)c(C(=O)NC(CC(N)=O)c2ccc(N3CCC(N4CCCCC4)CC3)c([N+](=O)[O-])c2)c1 (stereo not drawn)
  -2	-1	-3	-5	109	-0.5	12	-10	0.2
CCOC(=O)C1=C(c2ccccc2)Nc2c(c(=O)n(C)c(=O)n2C)C1c1ccc(O)c(OC)c1 (stereo not drawn)
  -9	2	3	-3	104	-0.1	-9	-3	-1.2
CCOc1cc(/C=N/NC(=O)CN2CCOCC2)ccc1OCc1ccccc1
  -10	0	3	-4	101	0.4	9	-3	0.0
O=C(CN1CCC(NC(=O)c2cccc(F)c2)CC1)NCc1cccs1
  -8	2	3	-1	102	0.0	12	-4	0.6
COc1ccc(CNC(=O)C(c2ccco2)N(C(=O)Cc2cccs2)c2cccnc2)cc1 (stereo not drawn)
  -2	1	-8	3	98	-0.2	9	-5	0.2
CCc1ccc(NC(=O)CSc2n[nH]c(C)c2[N+](=O)[O-])cc1
  3	-2	0	-10	103	7.4	-1	2	9.6
COCC(=O)N1CCC(Oc2ccc(C(=O)N3CCCCC3COC)cc2)CC1 (stereo not drawn)
  -13	1	-6	1	104	0.4	11	4	0.9
Cc1ccc([N+](=O)[O-])cc1NC(=S)NCCc1ccccc1
  -2	7	5	-16	112	3.9	3	3	9.0
Cc1ccc(S(=O)(=O)N2CCC(C(=O)OCC(=O)N3CC(C)CC(C)C3)CC2)cc1C (stereo not drawn)
  .	.	.	-2	.	-2.7	.	1	-1.8

Next entries follow:
Each structure is followed by: GPR7 antagonist	MEKK2 mut-MEK5	PfM18AAP inh	OXTR potentiator	MEKK2wt PB1 HTS	OXTR agonist	NALP1 inh	GalR3 antag	V1aR counter
O=C(O)CCC(=O)N1N=C(c2ccc(Br)cc2)CC1c1cccs1 (stereo not drawn)
  -16	-14	-5	-2	88	2.0	5	-6	2.5
CCOC(=O)c1sc2c(c1C)c(=O)n(CCO)c(=O)n2Cc1ccccc1
  -10	0	0	-12	102	-0.7	3	-5	0.4
O=C(Nc1ccc2c(c1)OCCO2)C(=O)NC1CC1
  -8	7	1	-7	110	0.5	4	-9	-0.5
COc1ccc(C(=O)N2CCCCC2)cc1S(=O)(=O)Nc1ccccc1
  2	-2	-14	-4	95	4.1	22	-12	3.2
CCOC(=O)c1c(C)n(C)c2cc(Br)c(OC)cc12
  -3	-7	7	-4	97	-2.1	-7	-2	-1.3
CCCCCCC(=O)N1CCCC(c2nc(-c3cccc(OC)c3)no2)C1 (stereo not drawn)
  3	-20	-4	-7	85	-2.2	.	-4	-1.1
COc1cc(NC(=O)c2ccccc2)c(C)cc1NC(=O)CC(CC(=O)O)c1ccccc1 (stereo not drawn)
  -9	4	1	-5	102	1.0	1	-8	0.3

High-throughput results: PubChem, several laboratories
